M1 PAM parental – nonselective calcium activators in parental CHO-K1 cells, primary screen, counter-screen for M1 PAM project, cell-based, Fluo-8 calcium fluorescence, full deck, 1536-well. ATP EC20; 0% at ATP EC20, 100% at ATP max. activation, % at 3 µM. actives 0.02% (n = 360,000);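 active means activation above the run cutoff, the mean activation of all test compounds plus 3 SD, cut at about 40% in these data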;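 further: peak over basal fluorescence ratio in a 140 s read after ATP addition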
CHO-K1 Ca antag – counter-screen for M1 antagonists: effect in parental CHO-K1 cells. actives 0.6% (n = 360,000). inhibition, % at 3 µM. ATP-induced calcium, Fluo-8 fluorescence;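 active means inhibition above a per-plate cutoff, the plate's mean sample inhibition plus 3 SD, cut at about 24% in these data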;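 further: 0% = DMSO plus EC80 ATP and 100% = DMSO alone without ATP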
CHRM5 antagonist – human M5 muscarinic receptor antagonists, primary screen, CHO cells, Fluo-8 calcium fluorescence; Muscarinic acetylcholine receptor M5 (Homo sapiens), P08912; CHO-hM5 cells, ACh EC80; actives 0.59% (n = 360,000); inhibition, % at 3 µM;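 active means inhibition above a per-plate cutoff, the mean of that plate's test compounds plus 3 SD, cut at about 27% in these data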;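 further: 0% = acetylcholine EC80 with DMSO and 100% = DMSO without agonist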
Target sequence (P08912 whole entry, looked up): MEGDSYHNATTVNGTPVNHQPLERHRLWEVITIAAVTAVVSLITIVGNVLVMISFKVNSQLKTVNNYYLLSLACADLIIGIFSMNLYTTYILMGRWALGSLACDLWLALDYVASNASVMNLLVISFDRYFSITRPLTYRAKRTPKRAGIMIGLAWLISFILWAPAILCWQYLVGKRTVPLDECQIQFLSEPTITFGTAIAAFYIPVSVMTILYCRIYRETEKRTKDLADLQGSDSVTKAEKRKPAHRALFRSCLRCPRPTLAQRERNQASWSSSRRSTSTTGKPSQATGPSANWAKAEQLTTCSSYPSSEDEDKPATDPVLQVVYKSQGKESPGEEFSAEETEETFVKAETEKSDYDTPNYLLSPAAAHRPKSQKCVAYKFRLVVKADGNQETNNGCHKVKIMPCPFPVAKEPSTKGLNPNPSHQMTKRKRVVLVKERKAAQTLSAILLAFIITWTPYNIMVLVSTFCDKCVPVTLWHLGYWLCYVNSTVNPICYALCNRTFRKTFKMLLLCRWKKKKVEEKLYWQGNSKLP
M4 PAM – human M4 muscarinic receptor positive allosteric modulators, primary screen, CHO-K1 cells, Fluo-8 calcium fluorescence. Muscarinic acetylcholine receptor M4 (Homo sapiens), P08173. CHO-K1 hM4/Gqi5, ACh EC20; 0% = ACh EC20, 100% = maximal ACh. activation, % at 3 µM. actives 0.4% (n = 360,000). AID 624126, 2012;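 active means activation above its plate's cutoff, the mean activation of sample wells plus 3 SD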; further: some results filed as inactive read as strong as hits
Target sequence (P08173 whole entry, looked up): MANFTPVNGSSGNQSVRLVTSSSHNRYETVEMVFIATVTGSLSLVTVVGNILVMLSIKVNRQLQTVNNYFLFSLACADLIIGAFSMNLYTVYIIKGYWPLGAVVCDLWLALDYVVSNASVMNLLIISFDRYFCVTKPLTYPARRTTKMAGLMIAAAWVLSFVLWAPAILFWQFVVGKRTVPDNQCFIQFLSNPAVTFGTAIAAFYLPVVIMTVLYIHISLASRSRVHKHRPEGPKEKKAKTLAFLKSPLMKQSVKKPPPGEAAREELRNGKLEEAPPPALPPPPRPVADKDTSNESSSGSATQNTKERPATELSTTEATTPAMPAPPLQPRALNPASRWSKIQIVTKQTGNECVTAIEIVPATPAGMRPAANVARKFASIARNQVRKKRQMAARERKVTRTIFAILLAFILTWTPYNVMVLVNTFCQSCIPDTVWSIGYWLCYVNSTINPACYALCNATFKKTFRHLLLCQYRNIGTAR
CHO-K1 Ca ag – counter-screen for M1 agonists: effect in parental CHO-K1 cells. AID 602248, 2012. activation, % at 3 µM. actives 0.48% (n = 360,000). Fluo-8 calcium fluorescence; scaled to maximal ATP response, vehicle zero; in the data active means activation above about 15%;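 further: untransfected CHO-K1 host cells lacking M1 receptor as counterscreen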
CHRM5 agonist – human M5 muscarinic receptor agonists, primary screen, CHO-K1 cells, Fluo-8 calcium fluorescence; CHO-K1 hM5 cells; 0% DMSO wells, 100% maximal acetylcholine response; activation, % at 3 µM; actives 0.19% (n = 360,000); AID 624037, 2012;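 active means activation above the run's mean over test compounds plus 3 SD, cut at about 23% in these data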;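 further: signal is peak over basal fluorescence ratio across the kinetic read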
M4 antag – human M4 muscarinic receptor antagonists, primary screen, CHO cells, Fluo-8 calcium fluorescence | Muscarinic acetylcholine receptor M4 (Homo sapiens), P08173 | CHO-hM4 cells, ACh EC80 | inhibition, % at 3 µM | actives 0.73% (n = 360,000);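 active means inhibition above its plate's cutoff, the mean inhibition of sample wells plus 3 SD, cut at about 27% in these data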;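 further: 0% = acetylcholine EC80 with DMSO and 100% = DMSO without agonist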
CHRM4 agonist – human M4 muscarinic receptor agonists, primary screen, CHO-K1 cells, Fluo-8 calcium fluorescence; Muscarinic acetylcholine receptor M4 (Homo sapiens), P08173; CHO-K1 hM4/Gqi5; vehicle 0%, full acetylcholine response 100%; activation, % at 3 µM; actives 0.14% (n = 360,000);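 active means activation above the run mean over all test wells plus 3 SD, cut at about 32% in these data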;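 further: peak over basal fluorescence ratio per well then scaled between controls; 0% = DMSO wells and 100% = acetylcholine at EC100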
CHRM5 PAM – human M5 muscarinic receptor positive allosteric modulators, primary screen, CHO-K1 cells, Fluo-8 calcium fluorescence. Muscarinic acetylcholine receptor M5 (Homo sapiens), P08912. CHO-K1 hM5, ACh EC20 PAM; 0% = ACh EC20, 100% = ACh EC100. activation, % at 3 µM. actives 0.3% (n = 360,000). AID 624038, 2012;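 active means activation above the run cutoff, the mean activation of all test compounds plus 3 SD, cut at about 18% in these data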
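system = human M5 receptor in CHO-K1 cells | compound = one concentration, 3 µM final (nominal) | schedule = Post-acetylcholine fluorescence recording 140 s | signal = Fluo-8 calcium dye fluorescence, kinetic read | benchmarks = low control EC20 acetylcholine (0%), high control EC100 acetylcholine (100%) | repeats = singlicate, one well per test compound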
* marks the source's active call; other numbers are inactive results. The order is random; 2.7% or so of the library scored in one or more.

Order of results – M1 PAM parental	CHO-K1 Ca antag	CHRM5 antagonist	M4 PAM	CHO-K1 Ca ag	CHRM5 agonist	M4 antag	CHRM4 agonist	CHRM5 PAM
CCOc1cc(/C=C2\C(=N)N3N=C(N4CCCCC4)SC3=NC2=O)ccc1OC(=O)c1ccco1
→ 9	9	13	-9	2.3	2	-14	16	-15
CC(=O)Nc1ccc(Nc2cc(C)nc3c(-c4ccc(Cl)cc4)cnn23)cc1
→ 24	-11	-3	4	1.4	2	1	2	4
O=S(=O)(c1ccc(SCc2ccccc2)nc1)N1CCCC1
→ 2	-13	3	-3	0.2	-9	-4	0	-8
Cc1cccc(NC(=O)CCn2cnnn2)c1
→ 4	2	-9	8	0.3	-3	-21	2	0
NC(=O)CCC(NS(=O)(=O)c1ccc(Cl)cc1)C(=O)NCc1ccc(Cl)cc1 (configuration not stated)
→ 19	-15	7	9	1.2	-3	-7	1	-6
CC1CC(C)CN(C(=O)c2ccc3c(=O)n(Cc4ccc5c(c4)OCO5)c(=S)[nH]c3c2)C1 (configuration not stated)
→ 21	-5	-2	-3	0.8	0	0	-1	4
COCc1cc(C)nc(SCC(=O)Oc2ccc(Cl)cc2)c1C#N
→ 4	-13	7	-3	1.2	-2	1	19	0
CCC(=O)c1ccc(-c2ccccc2)cc1
→ 26	-6	8	5	3.0	-3	7	0	0
Cc1onc(-c2ccccc2Cl)c1C(=O)N1CCN(C(=O)c2ccco2)CC1
→ 18	-12	-5	7	0.5	0	0	1	-2
O=c1[nH]c(/C=C\c2ccccc2F)nc(O)c1[N+](=O)[O-]
→ 24	-14	2	4	0.7	0	-19	0	-2
COc1ccc(NC(=O)COc2ccccc2)cc1NC(=O)c1ccco1
→ 16	-7	-1	-2	1.2	1	-18	4	0
Cc1csc2nc(CNC(=O)c3ccco3)cn12
→ 25	-3	1	11	0.7	1	4	1	-1
Cc1ccc(S(=O)(=O)N2C[C@H]3C(=O)C[C@@H](c4ccccc4)N(S(=O)(=O)c4ccc(C)cc4)[C@H]3C[C@H]2c2ccc(Cl)cc2)cc1
→ 12	-7	-6	0	0.8	2	2	1	4
CCOc1cc(/C=C2\SC(=NC)N(C)C2=O)c(Br)cc1OC(C)=O
→ 14	9	-1	-7	0.2	3	-7	2	-1
Cc1ccc(S(=O)(=O)NCc2ccccc2)cc1C(=O)NCC(C)(C)N1CCOCC1
→ -21	8	4	-2	-0.1	1	1	1	1
CC(=O)Nc1c(Br)cc2c(c1Br)Cc1cc([N+](=O)[O-])ccc1-2
→ 9	-10	6	4	1.9	-1	-10	0	9
CCOc1ccc(N(CC(=O)N/N=C/c2cc(Br)c(C)o2)S(C)(=O)=O)cc1
→ 11	3	1	-3	-0.3	-5	2	2	-7
COC(=O)c1ccc(NC(=O)c2ccc3nccnc3c2)cc1
→ 24	-11	7	1	7.5	6	3	11	-1
COc1ccc(CNC(=O)Cn2nc(C(F)(F)F)c3c2CCC3)cc1
→ 20	-8	-1	2	1.0	-3	7	0	0
COc1cccc2oc3ccc(C#CC4(N)CCCCC4)cc3c(=O)c12
→ -21	23	7	12	0.1	1	-12	9	-3

The closing three compounds of the section above open the next one.
Order of results – M1 PAM parental	CHO-K1 Ca antag	CHRM5 antagonist	M4 PAM	CHO-K1 Ca ag	CHRM5 agonist	M4 antag	CHRM4 agonist	CHRM5 PAM
COC(=O)c1ccc(NC(=O)c2ccc3nccnc3c2)cc1
→ 24	-11	7	1	7.5	6	3	11	-1
COc1ccc(CNC(=O)Cn2nc(C(F)(F)F)c3c2CCC3)cc1
→ 20	-8	-1	2	1.0	-3	7	0	0
COc1cccc2oc3ccc(C#CC4(N)CCCCC4)cc3c(=O)c12
→ -21	23	7	12	0.1	1	-12	9	-3
Cc1cc(F)ccc1C(O)c1ncc(-c2cccc3ccccc23)[nH]1 (configuration not stated)
→ 18	-18	-5	1	1.1	-1	-13	4	-1
CCN1CCCC1CN(Cc1cc2ccc(C)cc2[nH]c1=O)C(=S)Nc1ccc(OC)cc1OC (configuration not stated)
→ 17	4	3	0	-0.5	-1	2	0	-2
COc1ccc(C(=O)OCC(=O)N2C(C)CCCC2C)cc1S(=O)(=O)N1CCOCC1 (configuration not stated)
→ -19	8	-7	6	-0.1	3	3	2	13
COC(=O)CCC(=O)Nc1ccc(N=Nc2ccccc2)cc1
→ 13	-3	-5	2	0.7	-2	-6	6	-10
Cc1nnc(NC(=O)c2ccc3c(c2)OCO3)s1
→ -6	0	7	8	-0.5	-3	-4	0	-1
Cc1cccc(Cc2nnc(CCC(=O)N(C)CCc3ccccc3)o2)c1
→ 6	-4	18	1	-0.2	-1	5	0	-5
CC1(C)CC(=O)C/C(=N/NC(=O)c2ccc(-c3ccccc3)cc2)C1
→ -6	-2	-13	3	1.4	-3	-1	2	-1
CC(Sc1nn(-c2ccc(F)cc2)c(=S)s1)C(=O)c1c(N)n(C)c(=O)n(C)c1=O (configuration not stated)
→ -6	-1	-2	-3	0.2	4	5	0	2
CCC(C)NC(=O)c1ccc(COc2ccccc2Cl)cc1 (configuration not stated)
→ 13	1	3	4	0.9	-5	-4	0	-4
CNC(=O)CSc1nnc(-c2ccccc2)n1C
→ 12	-8	4	9	0.3	0	4	0	6
CC1(C)C2CCC(C2)C1(C)NC(=O)CNC1CCCCC1 (configuration not stated)
→ -12	-9	8	-3	0.1	-1	-3	2	0
COc1ccc(CNC(=O)CS(=O)Cc2nc(-c3ccc(C)cc3)oc2C)cc1 (configuration not stated)
→ -9	3	-17	-3	0.3	-3	-8	1	1
CCc1cccc(CC)c1-n1c(SCn2nnc3ccccc3c2=O)nnc1-c1cccnc1
→ 1	4	-10	0	0.6	-2	9	1	-3
CCc1cc2c(=O)[nH]c(Cc3ccc(OC)cc3)nc2s1
→ -5	6	-2	20	0.1	-1	-8	0	2
CCn1c(N)c(C(=O)NCCCOC)sc1=S
→ 19	3	-2	19	0.2	-1	1	0	8
Cc1ccccc1NC(=O)CSc1ccc(-c2ccc(-n3cccn3)cc2)nn1
→ -17	18	1	7	-0.1	1	-8	1	-2
CC(=O)NC(c1cccc(F)c1)c1nc(-c2cnn(C)c2)cs1 (configuration not stated)
→ -13	13	4	5	-0.1	0	-8	0	-4
O=C(O)c1ccc(CNCc2ccccc2Cl)cc1
→ 32	-21	-7	21	0.8	-3	-10	0	7
COc1ccc2c(c1)CCCN2S(=O)(=O)c1ccc(Cl)cc1
→ 2	0	-1	-10	0.2	-2	-7	-2	-8
Cc1ccc(C)c(OCC(=O)Nc2ccc(N3CCOCC3)cc2N2CCOCC2)c1
→ -14	-7	4	6	0.1	1	-3	1	12

Ordered by SMILES length (descending): some entries from above.
Order of results – M1 PAM parental	CHO-K1 Ca antag	CHRM5 antagonist	M4 PAM	CHO-K1 Ca ag	CHRM5 agonist	M4 antag	CHRM4 agonist	CHRM5 PAM
CCc1cccc(CC)c1-n1c(SCn2nnc3ccccc3c2=O)nnc1-c1cccnc1
→ 1	4	-10	0	0.6	-2	9	1	-3
COc1ccc(CNC(=O)CS(=O)Cc2nc(-c3ccc(C)cc3)oc2C)cc1 (configuration not stated)
→ -9	3	-17	-3	0.3	-3	-8	1	1
Cc1cc(F)ccc1C(O)c1ncc(-c2cccc3ccccc23)[nH]1 (configuration not stated)
→ 18	-18	-5	1	1.1	-1	-13	4	-1
CCc1cc2c(=O)[nH]c(Cc3ccc(OC)cc3)nc2s1
→ -5	6	-2	20	0.1	-1	-8	0	2

Following part:
canonical_smiles,M1 PAM parental,CHO-K1 Ca antag,CHRM5 antagonist,M4 PAM,CHO-K1 Ca ag,CHRM5 agonist,M4 antag,CHRM4 agonist,CHRM5 PAM
COc1cccc(NC(=O)c2ccccc2NC(=O)c2ccncc2)c1,11,-21,6,2,6.2,2,-1,11,-3
CCCCC1CCC(C(=O)N(CC(C)C)c2c(N)n(CCCC)c(=O)[nH]c2=O)CC1 (configuration not stated),-19,-11,-1,13,-0.2,0,1,0,2
COCCN(C(=O)c1ccc(C#N)cc1)c1c(N)n(Cc2ccccc2)c(=O)[nH]c1=O,15,-10,11,10,1.9,1,-1,0,-5
CCCCn1c(N)c(N(CCOC)C(=O)CSCc2ccc(Cl)c(Cl)c2)c(=O)[nH]c1=O,3,-13,-1,5,1.5,1,-3,1,5
O=C(Nc1ccncc1)C1(c2ccccc2)CCCC1,-7,3,4,1,2.0,-2,9,1,-3
Cc1ccc(C)c(NC(=O)C2CCCN2C(=O)OC(C)(C)C)c1 (configuration not stated),15,-1,-1,3,1.3,-2,0,0,5
COc1ccccc1OCC(=O)N/N=C/C=C/c1ccc([N+](=O)[O-])o1,27,-10,-5,-11,3.8,-1,2,5,-1
CC(=O)Nc1ccc(C(=O)OCC(=O)N2CCN(C(=O)c3ccco3)CC2)cc1,-11,5,8,6,-0.2,-1,-1,0,4
COc1ccc(OC)c(CN2CCN(Cc3cc(=O)oc4cc(O)ccc34)CC2)c1,-17,-2,10,2,1.6,-4,0,0,-6
O=C(Nc1ccc(N2CCN(C(=O)c3ccco3)CC2)c(Cl)c1)c1cc2ccccc2o1,16,8,30*,-16,6.2,2,51*,18,-23
O=S(=O)(c1ccccc1)c1cnn2c(C(F)(F)F)cc(-c3ccccc3)nc12,15,-4,-5,27,0.5,-2,8,0,1
Cc1cc(C)nc(-n2ncc3c2CC(c2ccc(C(C)C)cc2)CC3=O)n1 (configuration not stated),8,-2,17,5,-0.4,4,0,-2,-9
Cc1cc(=O)c(C(=O)O)nn1-c1ccccc1F,7,-17,8,6,0.6,0,-6,0,1
NC(=S)c1csc(CCNC(=O)c2ccccc2)n1,24,-10,-5,3,0.6,2,-11,2,1
CCOc1cc(S(=O)(=O)N2CCN(c3ccc(F)cc3)CC2)c(OCC)cc1-n1cnnn1,-1,8,0,6,-0.2,2,-7,2,0
N#C/C(=C\c1ccccc1Cl)C(=O)Nc1ccccn1,17,-16,4,3,1.7,-1,1,0,4
COCCCNC(=O)/C(C#N)=C/c1c(N2CCCCCC2)nc2ccccn2c1=O,12,-13,11,-3,3.1,-1,-3,7,-8

Screening data: PubChem BioAssay, The Scripps Research Institute Molecular Screening Center
